# Source: PubChem BioAssay (National Center for Advancing Translational Sciences (NCATS))
# RGS4 inh: inhibitors of human regulator of G protein signaling 4; Potency, µM (titrated, usually from 114 µM), without a hit: top-dose activity change, negative = inhibition, most hits filed as inhibitors; Transcreener GDP fluorescence polarization, RGS4-accelerated GTP hydrolysis; 0.039% of 390,000 active; P49798; also: % is scaled to controls: 0 for no effect and ±100 for the full control effect; nearly all actives have a fitted effect of over 75% in size; some results filed as inactive show a strong effect at the top dose
#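 MLSMR compounds (23 nl, pin-transferred) preincubated 10 min at room temperature with a 500nM (2x) first reagent, then RGS4 at 900nM (2x) plus Transcreener GDP mix added; fluorescence polarization (620/688 nm) read before and after 90 min at 30 °C.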
# RXFP1 ag: activates the human relaxin receptor RXFP1; Q9HBX9; HEK293T-RXFP1 cAMP TR-FRET, 30 min; response scale: percent of porcine relaxin response, buffer zero; Potency, µM (series often up to 57.5 µM), for the others: at the top dose activation, usual class: activators; 0.3% of 370,000 active; also: % is scaled to controls: 0 for no effect and ±100 for the full control effect; nearly all actives have a fitted effect of over 60% in size; many of its hits are not listed in these tables
# Target sequence (Q9HBX9 whole entry, looked up): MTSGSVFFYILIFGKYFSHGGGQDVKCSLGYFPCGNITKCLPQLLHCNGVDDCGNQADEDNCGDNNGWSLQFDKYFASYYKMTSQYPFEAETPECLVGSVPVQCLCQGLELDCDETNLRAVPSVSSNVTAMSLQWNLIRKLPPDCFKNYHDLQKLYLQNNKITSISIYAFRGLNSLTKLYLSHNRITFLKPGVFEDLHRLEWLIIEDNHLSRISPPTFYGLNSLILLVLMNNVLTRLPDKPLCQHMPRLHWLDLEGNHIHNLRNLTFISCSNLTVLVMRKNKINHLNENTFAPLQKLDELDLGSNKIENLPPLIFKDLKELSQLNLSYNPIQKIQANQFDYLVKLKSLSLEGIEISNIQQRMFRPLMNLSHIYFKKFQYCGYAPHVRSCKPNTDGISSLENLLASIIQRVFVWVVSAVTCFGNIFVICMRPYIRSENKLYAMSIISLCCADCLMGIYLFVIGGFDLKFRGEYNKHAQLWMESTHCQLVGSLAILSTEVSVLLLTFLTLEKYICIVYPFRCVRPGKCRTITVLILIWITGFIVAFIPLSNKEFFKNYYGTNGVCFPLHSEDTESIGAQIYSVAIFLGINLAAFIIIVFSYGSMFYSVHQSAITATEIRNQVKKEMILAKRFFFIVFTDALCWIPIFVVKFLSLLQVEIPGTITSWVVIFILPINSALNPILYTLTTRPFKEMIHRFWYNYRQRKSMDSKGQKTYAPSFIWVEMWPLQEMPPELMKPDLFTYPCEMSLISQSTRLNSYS
#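 HEK293T cells stably expressing RXFP1 were pretreated with the PDE4 inhibitor Ro 20174, exposed to compounds for 30 min at 37C, lysed, and cAMP was read by TR-FRET. Data normalized to buffer (basal) and 29 nM porcine relaxin (100%).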
# mIDH1 inhibitor: human IDH1 R132H inhibition; O75874; IDH1-R132H enzyme, NADPH consumption, diaphorase/resazurin fluorescence; Potency, µM (highest dose often 76.6 µM), inactives show top-dose activity change, negative = inhibition, most hits filed as inhibitors; 0.093% of 390,000 active; AID 602179; also: % is scaled to controls: 0 for no effect and ±100 for the full control effect; nearly all actives have a fitted effect of over 65% in size
#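 IDH1-R132H (0.5 ug/mL dispensed) in pH 7.5 Tris buffer was preincubated 30 min with compound, then given a substrate mix of 0.016 mM NADPH and 2 mM alpha-KG for 80 min at room temperature; remaining NADPH was read by diaphorase/resazurin fluorescence.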
# TrxR1 inh: inhibitors of rat thioredoxin reductase 1. O89049. recombinant rTrxR1, NADPH fluorescence consumption, selenite substrate. Potency, µM (doses to about 114 µM), for inactives: top-dose activity change, negative = inhibition, most hits filed as inhibitors. 1% of 390,000 active. AID 588453; also: % is scaled to controls: 0 for no effect and ±100 for the full control effect; nearly all actives have a fitted effect of over 65% in size
#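 Rat TrxR1 (90 nM in the dispensed reagent) was pre-reduced with 400 uM NADPH for 5 min at room temperature, then incubated with compound for 15 min. After 400 uM selenite was added, NADPH fluorescence (Ex 340/Em 450 nm) was followed for 8 min.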
# Vif-APOBEC3F blk: blocks the Vif interaction with APOBEC3F. Potency, µM (series often up to 46.1 µM), without a hit: at the top dose activity, negative = active. HeLa A3F-eYFP + Vif (tagged APOBEC3F with the HIV-1 protein that degrades it), YFP fluorescence increase. 0.2% of 390,000 active; also: % of control where 0% means no effect; nearly all actives have a fitted effect of over 65% in size
#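 Fluorescence increase (Ex 488/Em 500-530) after overnight compound treatment at 37 deg C flags inhibition of Vif-driven A3F-eYFP loss in stable HeLa A3F-eYFP/Vif cells seeded overnight beforehand.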
# Vif-A3G inh: Vif-A3G binding inhibition; 0.076% of 410,000 active; HeLa A3G-eYFP + Vif (tagged APOBEC3G with the HIV-1 protein that degrades it), YFP fluorescence, overnight; Potency, µM (highest dose often 46.1 µM), for inactives: at the top dose activity, negative = active, actives largely listed as inhibitors;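 also: % is scaled to controls: 0 for no effect and ±100 for the full control effect; nearly all actives have a fitted effect of over 60% in size; hits raise eYFP signal because A3G escapes Vif-driven loss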
# Target sequence (Q9HC16 whole entry, looked up): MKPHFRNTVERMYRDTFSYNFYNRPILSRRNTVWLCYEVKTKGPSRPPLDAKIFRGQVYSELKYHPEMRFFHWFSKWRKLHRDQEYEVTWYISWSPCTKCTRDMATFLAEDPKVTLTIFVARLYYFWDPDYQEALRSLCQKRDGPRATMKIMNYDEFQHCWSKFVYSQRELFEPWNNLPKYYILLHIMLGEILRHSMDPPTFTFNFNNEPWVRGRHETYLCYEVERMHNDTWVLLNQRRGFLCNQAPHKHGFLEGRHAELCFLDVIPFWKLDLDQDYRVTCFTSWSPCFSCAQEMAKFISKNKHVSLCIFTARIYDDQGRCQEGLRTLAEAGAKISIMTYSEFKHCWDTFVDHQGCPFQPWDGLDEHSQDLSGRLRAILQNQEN
#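 Read-out is eYFP fluorescence (Ex 488/Em 500-530) from Vif-expressing HeLa A3G-eYFP cells; more signal means A3G escaped Vif-mediated degradation. Cells plated overnight, compound pinned in, incubated overnight at 37 deg C.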
# ALOX12 inh: ALOX12 (human) lipoxygenase inhibition; 1.1% of 580,000 active; purified 12hLO, xylenol orange hydroperoxide absorbance; P18054; Potency, µM (series often up to 108 µM), inactives show at the top dose activity change, negative = inhibition, actives largely listed as inhibitors; also: % is scaled to controls: 0 for no effect and ±100 for the full control effect
#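 Purified human 12hLO (150 nM final) in 25 mM Hepes, 0.01% Triton X-100, pH 7.0 was preincubated 15 min at room temperature with compound. Then 40 uM arachidonic acid was added, 30 min. Hydroperoxide was read by Fe-XO absorbance ratio 573/405 nm.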
# USP1 inh: blocks the human USP1/UAF1 deubiquitinase complex. 0.23% of 390,000 active. Potency, µM (top dose mostly 57.1 µM), for inactives: at the top dose activity change, negative = inhibition, actives largely listed as inhibitors. recombinant USP1/UAF1, Ub-Rhodamine cleavage fluorescence. O94782; also: % is scaled to controls: 0 for no effect and ±100 for the full control effect; nearly all actives have a fitted effect of over 60% in size; inactives centre near -12
#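 In this screen, compounds sit with the deubiquitinase complex (1nM) for 15 min at room temperature before Ub-Rho is added at 150nM final. Fluorescence rise is then followed for 6 reads every 60 seconds.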
# TrxR1 substrate: is turned over as a substrate by rat TrxR1; Potency, µM (titrated, usually from 114 µM), without a hit: top-dose activity change, negative = substrate turnover; 0.01% of 390,000 active; purified TrxR1 substrate turnover, NADPH consumption readout; O89049; also: % is scaled to controls: 0 for no effect and ±100 for the full control effect; nearly all actives have a fitted effect of over 50% in size
#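 Rat TrxR1, dispensed at 90 nM, was prereduced with 400 uM NADPH (final) for 5 min at ~22 deg C, then incubated with compound 15 min before 400 uM selenite. A first-read NADPH fluorescence drop versus no-compound background flagged substrates.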
# * marks the source's active call; other numbers are inactive results; i = inactive; ? = inconclusive; nt = not tested or not shown; & = joins results of further samples; [ ] = dose if it differs, or a comment. Calls follow the shape of the dose curve; as a rule, active = well fitted curve in the direction sought with a large enough effect; inconclusive = small, poorly fitted or top-dose-only effect, or another doubt; inactive = no such curve, though single readings can be large; an effect the other way counts as inactive or inconclusive. Potency is read from the fitted curve at half-maximal effect. Not all compounds are listed; count on the stated rates, not on these rows.
SMILES,RGS4 inh,RXFP1 ag,mIDH1 inhibitor,TrxR1 inh,Vif-APOBEC3F blk,Vif-A3G inh,ALOX12 inh,USP1 inh,TrxR1 substrate
Cc1cccc(-c2noc(CN(C)C(=O)c3ccc4c(c3)OCO4)n2)c1,11%,2.5%,6%,-2%[57.1 µM],0%,0%,6%,-7%,-2%[57.1 µM]
CCN(CC(=O)NCc1cccs1)C(=O)c1cccc(S(=O)(=O)Nc2ccccc2OC)c1,0%,1.3%,2%,0%,-2%,0%,i,-18%,7%
CCC(CC)C(=O)OCC(=O)Nc1cccc(S(=O)(=O)N(C)c2ccccc2)c1,-4%,0.4%,9%,10%,0%,-1%,-13%,-6%,-9%
CC(=O)C1=C(O)C(=O)N(Cc2cccnc2)C1c1ccc(C(C)C)cc1 (stereo not given),15%[56.9 µM],20%,-5%,0%,7%,4%,0%,-12%,-7%
O=C(/C=C/Nc1ccccc1Br)c1ccccn1,-25%,-0.4%,4%,-8%,-9%,-3%,-14%,-14%,-5%
CN(Cc1ccccc1)C(=O)CN1C(=O)C2C3C=CC(C3)C2C1=O (stereo not given),10%,-0.4%,3%,6%,-2%,-1%,15%,-21%,7%
Cc1ccc(S(=O)(=O)N(CC(=O)NN=C2CCN(C)CC2)c2ccc(C(C)C)cc2)cc1,-43%,1.2%,-1%,29%[57.1 µM],5%,-3%,-17%,-5%,-2%
COc1ccc(N(CC(=O)Nc2cc(Cl)ccc2OC)C2=NC3CS(=O)(=O)CC3S2)cc1 (stereo not given),-6%,1.0%,-1%,-3%[57.1 µM],0%,-7%,27%,-16%,3%
O=c1[nH]c(CSc2nnc(NCCCN3CCOCC3)s2)nc2cc(Cl)ccc12,-11%,-0.3%,12%,14%,-14%,1%,0%,2%,4%
CC1=CC(C)C2C(=O)N(CCC[N+](C)(C)C)C(=O)C2C1 (stereo not given),12%,1.0%,1%,10%[57.1 µM],-1%,-7%,20%,-3%,5%[57.1 µM]
CSCCC(NC(=O)C12CC3CC(CC(C3)C1)C2)C(=O)OCC(=O)c1ccccc1 (stereo not given),24%,0.0%,0%,10%[57.1 µM],-10%,0%,-3%,3%,10%
O=C(CSc1nnc(-c2ccco2)o1)N1c2ccccc2CCc2ccccc21,-3%,0.8%,2%,1%,-11%,-1%,-17%,-6%,4%
N=c1sccn1CC(=O)Nc1ccc(Cl)cc1[N+](=O)[O-],-6%,-0.1%,-10%,-16%,9%,1%,-14%,-4%,-3%
COC(=O)c1cn(-c2ccccc2)c(C)c1C(=O)OC,-11%,0.9%,8%,2%,0%,0%,-5%,-11%,-3%
COc1ccc(C)cc1C(=O)CCC(=O)Nc1ccccc1N1CCOCC1,-24%,-1.3%,2%,-16%,nt,0%,0%,-8%,2%
Cc1ccc(SCc2cc(=O)[nH]c(N3CCCCC3)n2)cc1,7%,-0.6%,2%,-27%,-7%,0%,0%,-11%,-12%
CS(=O)(=O)c1ccc(Cl)c(NC(=O)COC(=O)CNC(=O)c2sc3ccccc3c2Cl)c1,10%,10.0%,-12%,11%,-17%,2%,-10%,-6%,1%
CCCC(=O)Nc1nn(C)c2nc3c(C)cccc3cc12,-10%[11.4 µM],2.5%,6%,3%,-3%,-6%,-7%,2%,17%
COc1ccc(CCNC(=O)c2ccc(-c3cccc([N+](=O)[O-])c3)o2)cc1OC,-15%,3.1%,8%,26%[57.1 µM],-6%,-1%,?,-19%,-9%[57.1 µM]
CCCN(CC(=O)Nc1ccccc1C)C(=O)c1ccc(N2CCCC2=O)cc1,6%,-0.4%,-6%,14%,2%,2%,3%,-15%,5%
C/C(Cn1nnc2ccccc21)=N\OC(=O)c1cc(F)c(F)cc1Cl,12%[11.4 µM],2.8%,-3%,3%,1%,1%,-8%,-10%,-3%
Cn1c(=S)c2[nH]c(SCCC(C)(C)C)nc2n(C)c1=O,-38%,nt,3%,?,10%,0%,-14%,4%,-11%
Cc1ccccc1C(=O)NNC(=O)c1ccoc1C,13%,2.4%,3%,22%,-5%,2%,-17%,-1%,6%
Cc1nnc(NCCc2ccccc2)c2ccccc12,-27%,2.6%,-4%,-14%,-27%,-1%,8%,-21%,-2%

# Profiles, looked up by structure. Order of screens: RGS4 inh	RXFP1 ag	mIDH1 inhibitor	TrxR1 inh	Vif-APOBEC3F blk	Vif-A3G inh	ALOX12 inh	USP1 inh	TrxR1 substrate
# Listed for COc1ccc(C)cc1C(=O)CCC(=O)Nc1ccccc1N1CCOCC1 = -24%	-1.3%	2%	-16%	nt	0%	0%	-8%	2%
# Listed for C/C(Cn1nnc2ccccc21)=N\OC(=O)c1cc(F)c(F)cc1Cl = 12%[11.4 µM]	2.8%	-3%	3%	1%	1%	-8%	-10%	-3%
# Listed for COc1ccc(CCNC(=O)c2ccc(-c3cccc([N+](=O)[O-])c3)o2)cc1OC = -15%	3.1%	8%	26%[57.1 µM]	-6%	-1%	?	-19%	-9%[57.1 µM]
# Listed for Cc1ccccc1C(=O)NNC(=O)c1ccoc1C = 13%	2.4%	3%	22%	-5%	2%	-17%	-1%	6%

# New compounds follow.
SMILES,RGS4 inh,RXFP1 ag,mIDH1 inhibitor,TrxR1 inh,Vif-APOBEC3F blk,Vif-A3G inh,ALOX12 inh,USP1 inh,TrxR1 substrate
CC(=O)OCC(=O)NCC(=O)c1c[nH]c2ccccc12,28%,1.8%,-2%,6%[57.1 µM],2%,-3%,13%,19%,9%[57.1 µM]
COc1cc(/C=C/c2ccc3cccc(OC)c3n2)c(OC(C)=O)c([N+](=O)[O-])c1,-6%,1.5%,8%,-18%[57.1 µM],-10%,-6%,0%,-6%,2%[57.1 µM]
CC1CCN(c2ccc(NC(=O)c3ccc(Br)o3)cc2)CC1,-6%,2.5%,2%,23%,3%,-6%,0%,-22%,5%
Cc1cccc(C(=O)Nc2c(C(=O)N(C)C)cnn2-c2ccccc2)c1,25%,1.9%,4%,3%[57.1 µM],3%,1%,13%,?,4%[57.1 µM]
O=C(/C=C/Nc1ccccc1)c1ccc(Cl)cc1Cl,-13%,3.7%,6%,11%,8%,-12%,?,-21%,0%
COc1ccc(C=O)cc1COc1ccc([N+](=O)[O-])c(C)c1,2%,3.8%,3%,1%[57.1 µM],9%,-4%,18%,-11%,-3%[57.1 µM]
O=C(NC(C(=O)N/N=C/c1ccccc1)c1n[nH]c(=O)c2ccccc12)c1ccccc1 (stereo not given),-34%,0.0%,-4%,-3%,nt,-8%,4%,-27%,-5%
O=C(c1ccccc1)n1ccc2ccccc21,15%,-0.8%,7%,26%[57.1 µM],-17%,-11%,0%,-18%,4%[57.1 µM]
O=C(c1ccc2nc(-c3ccco3)c(-c3ccco3)nc2c1)N1CCN(c2ccccc2)CC1,-45%,0.3%,0%,?,0%,0%,-25%,-20%,-10%
COc1ccc(NC(=O)CSc2c(C(C)C)cnc3c2c(=O)n(C)c(=O)n3C)c(OC)c1,-29%,6.2%,-10%,6%[57.1 µM],1%,-3%,0%,17%,3%[57.1 µM]
Clc1ccc(Sc2ccccn2)cc1,-7%,0.0%,15%,18%,0%,2%,11%,-15%,0%
Cc1cc2c(c(=O)o1)C(C(C)C)C(C#N)=C(N)O2 (stereo not given),-8%,0.9%,2%,0%,7%,5%,-10%,-12%,-6%
Cc1cccc(OCc2nnc(SCCC(=O)O)n2-c2ccccc2)c1,1%,-0.3%,2%,9%,0%,-9%,0%,-7%,-3%
N#Cc1ccccc1Cn1c(=O)n(-c2ccccc2)c(=O)c2c3c(sc21)CCC3,-5%,-0.5%,-10%,18%,0%,-1%,-6%,0%,2%
Cc1ccc(-c2n[nH]c(=S)n2C)cc1Cl,-8%,7.5%,11%,2%[57.1 µM],?,-9%,?,-2%,14%[57.1 µM]
O=C(CNC(=O)c1ccccc1F)OCc1csc(-c2ccccc2)n1,-14%,0.1%,-2%,10%[57.1 µM],1%,-5%,-12%,-14%,2%[57.1 µM]
CCn1nc(C(=O)NCCc2ccc(S(N)(=O)=O)cc2)c2ccccc2c1=O,8%,3.6%,4%,2%,-10%,3%,-1%&-10%,-7%,7%
Cc1cc(NC(=O)CSc2cn(CCNC(=O)c3ccc(F)cc3)c3ccccc23)no1,-39%,2.2%,0%,6%,4%,0%,-2%,-16%,-9%
c1ccc(Oc2nc(N3CCOCC3)nc(N3CCOCC3)n2)cc1,4%,1.8%,5%,22%,-3%,1%,5%,-21%,4%
COc1ccc([N+](=O)[O-])cc1-c1[nH]c(-c2ccc(C(=O)O)cc2)nc1-c1ccccc1,15%,-3.9%,7%,2%,1%,-8%,0%,-9%,-16%
O=C(Nc1ccc(F)cc1)N1CCCC(c2nc3c(nnn3Cc3ccccc3Cl)c(=O)[nH]2)C1 (stereo not given),-15%,1.1%,-7%,16%[57.1 µM],-5%,-5%,-7%,-18%,6%[57.1 µM]
Oc1ccccc1OCc1nc2ccccc2s1,-10%,-1.8%,4%,-3%,-9%,-1%,-76%,-3%,-10%
O=C(NCC(=O)N(Cc1ccccc1)C(C(=O)NC1CCCC1)c1cccnc1)c1ccco1 (stereo not given),6%,-1.1%,-11%,-27%[57.1 µM],-4%,-1%,?,-4%,0%
O=c1cc(COc2ccccc2Cl)nc2scc(-c3ccccc3)n12,-4%,7.4%,9%,-16%,-18%,1%,-6%,-23%,-5%
Cc1cc(Oc2nc3c(C)cccn3c(=O)c2/C=C(\C#N)S(=O)(=O)c2ccccc2)ccc1Cl,-19%,-0.9%,-5%,-3%,-8%,2%,-17%,-24%,-4%
